# CHRM4 PAM = CHRM4 positive allosteric modulation; P08173; CHO-K1 hM4/Gqi5, Fluo-8 calcium fluorescence, ACh EC20; 0% = ACh EC20, 100% = maximal ACh; activation, % at 3 µM; 360,000 compounds, 0.4% hits; AID 624126;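 active = activation above its plate's cutoff, the mean activation of sample wells plus 3 SD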; note: some results filed as inactive read as strong as hits
# Target sequence (P08173 whole entry, looked up): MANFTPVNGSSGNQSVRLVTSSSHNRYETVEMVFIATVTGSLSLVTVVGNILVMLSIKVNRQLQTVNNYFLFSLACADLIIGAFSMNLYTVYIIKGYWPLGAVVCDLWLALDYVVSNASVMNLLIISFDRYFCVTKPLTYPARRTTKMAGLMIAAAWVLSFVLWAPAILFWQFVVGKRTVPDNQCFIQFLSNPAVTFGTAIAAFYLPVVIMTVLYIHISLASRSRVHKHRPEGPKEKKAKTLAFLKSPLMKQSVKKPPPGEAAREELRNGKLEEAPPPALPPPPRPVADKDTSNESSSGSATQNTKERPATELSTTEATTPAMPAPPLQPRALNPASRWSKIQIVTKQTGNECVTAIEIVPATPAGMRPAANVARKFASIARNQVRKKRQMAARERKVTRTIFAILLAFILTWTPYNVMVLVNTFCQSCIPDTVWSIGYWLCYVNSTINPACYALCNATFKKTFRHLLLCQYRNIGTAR
# M5 ag = CHRM5 agonism in calcium assay. P08912. CHO-K1 hM5 cells, Fluo-8 calcium fluorescence; 0% DMSO wells, 100% maximal acetylcholine response. activation, % at 3 µM. 360,000 compounds, 0.19% hits;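 active = activation above the run's mean over test compounds plus 3 SD, cut at about 23% in these data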;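 note: signal is peak over basal fluorescence ratio across the kinetic read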
# Target sequence (P08912 whole entry, looked up): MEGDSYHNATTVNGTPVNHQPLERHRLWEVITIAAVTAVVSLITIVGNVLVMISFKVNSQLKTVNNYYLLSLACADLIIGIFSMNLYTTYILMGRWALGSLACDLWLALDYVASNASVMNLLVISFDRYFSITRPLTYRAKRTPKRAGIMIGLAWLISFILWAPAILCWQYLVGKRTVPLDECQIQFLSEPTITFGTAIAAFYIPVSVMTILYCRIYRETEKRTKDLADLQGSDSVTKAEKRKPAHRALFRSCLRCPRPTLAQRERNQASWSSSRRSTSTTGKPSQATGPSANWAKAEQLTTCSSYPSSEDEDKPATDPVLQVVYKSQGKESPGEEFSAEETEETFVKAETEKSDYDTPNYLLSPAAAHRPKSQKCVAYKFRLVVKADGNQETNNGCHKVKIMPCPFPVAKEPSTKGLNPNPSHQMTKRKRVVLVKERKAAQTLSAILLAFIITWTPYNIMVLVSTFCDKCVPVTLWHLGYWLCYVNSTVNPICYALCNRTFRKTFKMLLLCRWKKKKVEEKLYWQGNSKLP
# CRFR2-BP ag = CRF-BP/CRF-R2 complex agonism | HEK293 CRF-R2/CRF-BP, calcium dye fluorescence (FLIPR); percent of saturating CRF peptide response | 350,000 compounds, 0.46% hits | activation, % at 13.2 µM | AID 588473;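 active = activation of at least 50%, plus an integration ratio under a set limit after plate pattern correction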;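 note: plate controls were neutral control wells without compound for no effect and CRF at EC100 for full effect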
# M4 antag = CHRM4 antagonism in calcium assay; P08173; CHO-hM4 cells, ACh EC80, Fluo-8 calcium fluorescence; inhibition, % at 3 µM; 360,000 compounds, 0.73% hits; AID 624125;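 active = inhibition above its plate's cutoff, the mean inhibition of sample wells plus 3 SD, cut at about 27% in these data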;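 note: 0% = acetylcholine EC80 with DMSO and 100% = DMSO without agonist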
# M1 antag = human CHRM1 antagonism | CHO-K1 hM1, Fluo-8 calcium fluorescence, ACh EC80 antagonist | inhibition, % at 3 µM | 360,000 compounds, 1.3% hits | AID 588852;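 active = percent inhibition above its own plate's cutoff, namely the mean of that plate's compound wells plus 3 SD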;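 note: peak over basal fluorescence ratio during 140 s after agonist addition; 0% = ACh EC80 plus DMSO and 100% = DMSO alone without agonist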
# M4 ag = agonists of human muscarinic M4 receptor (CHRM4). CHO-K1 hM4/Gqi5, Fluo-8 calcium fluorescence; vehicle 0%, full acetylcholine response 100%. activation, % at 3 µM. 360,000 compounds, 0.14% hits. AID 624127;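 active = activation above the run mean over all test wells plus 3 SD, cut at about 32% in these data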;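 note: peak over basal fluorescence ratio per well then scaled between controls; 0% = DMSO wells and 100% = acetylcholine at EC100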
# CHRM5 antagonist = antagonists of human muscarinic M5 receptor (CHRM5). inhibition, % at 3 µM. 360,000 compounds, 0.59% hits. P08912. CHO-hM5 cells, Fluo-8 calcium fluorescence, ACh EC80;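 active = inhibition above a per-plate cutoff, the mean of that plate's test compounds plus 3 SD, cut at about 27% in these data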;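 note: 0% = acetylcholine EC80 with DMSO and 100% = DMSO without agonist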
# CHRM1 PAM = positive allosteric modulators of human M1 muscarinic receptor. P11229. CHO-K1 hM1, Fluo-8 calcium fluorescence, ACh EC20; 0% = ACh EC20, 100% = maximal ACh. activation, % at 3 µM. 360,000 compounds, 0.088% hits. AID 588819; in the data active = activation above about 19%, passing the limit was not always enough
# M5 PAM = CHRM5 positive allosteric modulation; CHO-K1 hM5, Fluo-8 calcium, ACh EC20 PAM; 0% = ACh EC20, 100% = ACh EC100; 360,000 compounds, 0.3% hits; activation, % at 3 µM;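 active = activation above the run cutoff, the mean activation of all test compounds plus 3 SD, cut at about 18% in these data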
#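 Replicates: One well per compound, no replicates | System: Human M5 receptor in CHO-K1 cells | Benchmarks: Low control EC20 acetylcholine (0%), high control EC100 acetylcholine (100%) | Probe or stimulus: Acetylcholine, EC20 level | Times: Fluo-8 loading 80 min at 37 °C plus 30 min room temperature | Signal: Intracellular calcium via Fluo-8 fluorescence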
# * marks the source's active call; other numbers are inactive results; x = no result given.
Structure,M4 antag,CHRM5 antagonist,CHRM4 PAM,M4 ag,CHRM1 PAM,M5 ag,M5 PAM,CRFR2-BP ag,M1 antag
CC(C)Nc1nnc(SCC(=O)N2CCN(C(=O)c3ccco3)CC2)s1,-2,-4,-3,0,-1,3,16,-3.5,0
CC(c1ccco1)N(C(=O)c1ccc(S(=O)(=O)N2CCCCC2)cc1)c1ccccn1 (stereo unspecified),9,0,-2,1,0,-5,1,-2.1,-1
CCC(C)N(C(=O)COC(=O)C1CCN(S(=O)(=O)c2ccc(C)c(C)c2)CC1)C1CCS(=O)(=O)C1 (stereo unspecified),-9,5,7,0,7,-4,-3,-2.4,-24
CC(NC(=O)COC(=O)C1CCC1)c1ccccc1 (stereo unspecified),-11,-7,10,0,8,0,7,-0.1,-6
CC(=O)Nc1ccc(OS(=O)(=O)c2ccc([N+](=O)[O-])cc2)cc1,9,5,3,2,1,-7,0,-1.6,5
CC(=O)Nc1ccc(NC(=O)CSc2nc3c(=O)n(C)c(=O)n(C)c3n2C)cc1,-3,-2,16,1,16,5,1,3.3,-16
Cc1ccc(Cn2cccc(NC(=O)c3ccco3)c2=O)cc1,-1,-10,-4,1,5,-5,7,-1.5,-10
COc1ccc(OC)c(/C=N/N=C2\SCC(=O)N2Cc2ccco2)c1,-4,11,-4,0,-3,-3,-9,0.6,4
N#C/C(=C(/O)CCl)c1nnc2n1CCCCC2,-1,15,8,1,7,-2,-5,0.7,-8
CN=C1c2cc3cc(OC)ccc3n2CCN1Cc1ccccc1,0,9,0,1,-7,-7,-6,1.1,13
CN1CCCC(CC2Oc3ccccc3Sc3ccccc32)C1 (stereo unspecified),73*,54*,-41,5,-24,-5,-18,-3.5,99*
Cc1cc2ncn(CC(O)COc3cccc(C(=O)O)c3)c2cc1C (stereo unspecified),2,3,8,0,11,-1,2,0.6,-4
COc1ccc(CN2C(=O)C(C)Nc3ncnc(N4CCc5ccccc5C4)c32)cc1 (stereo unspecified),-24,0,0,2,-15,0,-9,x,10
Cn1c(=O)c2c(nc(N3CCCC3)n2C)n(C)c1=O,5,-2,1,0,7,-1,3,-1.8,-7
O=C(CNC(=O)c1ccc(Cl)cc1)Nc1ccc(S(=O)(=O)Nc2ncccn2)cc1,3,-4,-3,0,8,-2,1,0.9,-9
CCC(=O)/C=C1\Sc2ccccc2N1CC,4,2,1,0,4,0,-2,-0.5,-2
CCC(=O)Nc1c2c(nn1-c1cccc(Cl)c1)CS(=O)(=O)C2,-1,5,-2,0,5,-3,2,-0.6,-4
CCOC(=O)c1cc(-c2ccccc2)sc1NC(=O)CN1C(=O)NC(CC)(c2ccccc2)C1=O (stereo unspecified),7,-6,1,0,-4,2,-3,4.3,-2
C/C(=N\NC(=O)CNc1cccc(C(F)(F)F)c1)c1ccc(Br)cc1,-3,2,-6,0,3,-4,-8,2.7,-5
CCc1ccccc1NC(=O)c1ccc(OCc2c(C)noc2C)cc1,2,12,2,2,2,-3,-3,-4.0,-5
CCCCCCn1c(SCC(=O)OC)nc2c1c(=O)[nH]c(=O)n2C,-1,6,-9,13,-11,2,-15,-0.7,18
COc1ccc(NC(=O)CN(C)C(=O)c2ccc(-c3ccccc3Cl)o2)cc1,-4,2,-6,3,6,-1,2,-2.0,-9
Cc1ccc(-c2nnc(N3CCOCC3)c3ccccc23)cc1S(N)(=O)=O,-8,-5,1,0,8,5,19*,-1.2,-9
CCC(C(=O)OCC(=O)Nc1cc(OC)ccc1OC)c1ccccc1 (stereo unspecified),3,2,-4,1,8,-3,1,-1.4,8
O=C(N/N=C/c1cccs1)c1ccc2ccccc2c1,-3,0,1,2,10,-2,-7,-1.5,-15
Cc1[nH]n(-c2ccccc2)c(=O)c1C(c1cccc([N+](=O)[O-])c1O)c1c(C)[nH]n(-c2ccccc2)c1=O,25,24,-19,17,-4,8,-17,32,15
CN(C)S(=O)(=O)c1cccc(NC(=S)NC23CC4CC(CC(C4)C2)C3)c1,8,15,-10,11,-5,3,-8,0.7,4
O=C(NC1CCCCC1)C(c1cccc2ccccc12)n1c(=O)c(-c2cc3ccccc3[nH]2)nc2ccccc21 (stereo unspecified),-2,-7,3,2,x,1,-4,x,x
O=C(CSc1nc2c(c(=O)n1-c1ccc(Cl)cc1)SCC2)Nc1nccs1,5,1,3,-2,11,2,0,-0.2,-12
O=C(Nc1ccccc1N1CCCC1)c1ccc(Cl)cc1Cl,-1,3,-5,-2,2,-16,-4,-2.5,-11
Cc1cc(-c2ccc(S(=O)(=O)NCc3ccc(Cl)cc3)cc2)on1,-3,-5,0,5,-11,0,-2,-0.6,17
O=C(Cc1ccccc1)N1O[C@H]2C=C[C@@H]1CC2,-4,-10,-3,3,1,0,3,-1.5,4
COC(=O)CSc1ncccc1-c1nc2ccccc2[nH]1,17,-7,-5,0,2,-1,1,-3.4,-5
CCOc1ccc(C(C)=O)cc1CSc1nc2nc(C)cc(C)n2n1,0,10,-9,3,-5,-4,-3,1.8,0
C#CCOCCOCCOCCNc1nc(N2CCN(C(=O)[C@H](Cc3ccc(O)cc3)n3cc(C(N)CC(C)C)nn3)CC2)nc(N2CCN(C(=O)[C@H](CCC(=O)O)n3cc(C(N)[C@H](C)CC)nn3)CC2)n1 (stereo partly specified),-3,1,5,0,7,6,4,0.0,-15
O=C(COc1ccc(Cl)cc1Cl)NNC(=S)NC(=O)c1ccco1,3,-2,-8,0,-1,0,-4,6.8,-1
CC(C)C(=O)Nc1ncc(Cc2ccc(Cl)cc2)s1,-4,3,5,6,1,-2,-2,-0.1,2
COc1ccccc1CNC(=O)C/C(C)=N/NC(=O)Cc1ccc(OC)c(OC)c1,5,3,3,1,0,-2,-7,1.2,-8
CC1CC(C)(C)CC2(C1)NC(=O)N(CC(=O)Nc1ccc3[nH]c(=O)[nH]c3c1)C2=O (stereo unspecified),-14,-2,13,1,7,3,-1,-1.0,-9
CCCN(CCC)C1Sc2ccc(C(=O)OC)cc2NC1=O (stereo unspecified),0,4,1,0,9,-1,2,4.3,-16
O=C(NCCN1CCOC1=O)C1CCC(=O)N(CCc2ccc(Cl)cc2)C1 (stereo unspecified),4,17,0,1,1,-3,-8,1.7,-2
NC(=O)c1ccccc1NC(=O)Cc1cccs1,10,10,-3,1,4,-1,-8,0.3,-8
O=C1Nc2ccccc2O/C1=C\c1ccccc1,1,6,6,1,3,-2,2,-0.9,-13
COc1ccc(-c2noc(N3CCC(C(=O)Nc4cc(OC)c(OC)c(OC)c4)CC3)n2)cc1,2,-6,-1,0,1,-3,-2,-1.5,-3
Cc1c2cnn(-c3ccccc3)c(=O)c2c(C)n1CCCC(=O)N1CCN(C)CC1,-16,1,0,2,-5,-1,-8,1.2,9
CCN(CC)S(=O)(=O)c1ccc(C(=O)NCc2nnc(SCC(=O)OC)n2C)cc1,-25,-8,1,0,1,-4,4,-0.6,6
CCCCC(=O)Nc1cccc(NC(=O)c2cccc(Br)c2)c1,-3,-1,-3,6,-1,-4,-6,0.8,3
O=C(O)CCN1C(=O)c2ccc(NC(=O)Cc3ccc(Cl)cc3)cc2C1=O,-11,2,3,1,8,-2,1,5.6,-8
CN1c2ccccc2Sc2cc(N)ccc21,-11,0,2,0,5,-1,-4,1.1,4
O=C(Nc1ccc2ccccc2c1)c1cn(-c2ccccc2)nc1-c1cccs1,2,-5,-7,0,-11,1,0,16,7

# Entries of single compounds from above. Order of values: M4 antag | CHRM5 antagonist | CHRM4 PAM | M4 ag | CHRM1 PAM | M5 ag | M5 PAM | CRFR2-BP ag | M1 antag
# Shown for COC(=O)CSc1ncccc1-c1nc2ccccc2[nH]1 = 17 | -7 | -5 | 0 | 2 | -1 | 1 | -3.4 | -5
# Shown for CN1c2ccccc2Sc2cc(N)ccc21 = -11 | 0 | 2 | 0 | 5 | -1 | -4 | 1.1 | 4
# Shown for O=C(Nc1ccc2ccccc2c1)c1cn(-c2ccccc2)nc1-c1cccs1 = 2 | -5 | -7 | 0 | -11 | 1 | 0 | 16 | 7

# Remaining list, next part:
Structure,M4 antag,CHRM5 antagonist,CHRM4 PAM,M4 ag,CHRM1 PAM,M5 ag,M5 PAM,CRFR2-BP ag,M1 antag
Oc1ccc(/C=N/NC(=S)NCC2CCCO2)cc1 (stereo unspecified),1,-8,3,2,7,-7,0,-3.1,-8
O=C(Cn1c(=O)c2cccn2c2ccccc21)NCCc1ccccc1,-4,0,-5,0,8,-4,-1,-1.6,1
O=C(O)C1Cc2[nH]cnc2C(c2ccccc2O)N1 (stereo unspecified),-1,7,1,0,-4,3,-1,-1.6,6
COc1ccc(NC(=O)COC(=O)CN2C(=O)NC(C)(C)C2=O)cc1,9,6,7,3,2,4,1,0.2,-1
Cc1cc(NC(=O)CSc2nncn2-c2ccccc2)no1,2,1,-5,0,7,-2,1,-0.1,3
COc1ccc(CCNCc2ccc(OCC(=O)N3CCCCC3)c(OC)c2)cc1OC,4,-2,-6,1,-3,0,-4,-1.0,-11
C=C[C@@H]1c2cc(C)ccc2N(S(=O)(=O)c2ccc(C)cc2)[C@H](c2ccc(OC(C)=O)cc2)C1(C#N)C#N,0,4,-2,1,1,1,0,0.3,0
Cc1cc(NC(=O)CSc2c(C)[nH]c3ccccc23)no1,9,2,-3,2,1,2,-1,-0.3,-3
Cc1ccc2oc(C(=O)N3CCC(O)(c4ccccc4)CC3)c(C)c2c1,1,7,8,3,9,3,7,-0.9,-13
CCc1cc(Cn2nc(-c3ccccc3)cc2C(=O)NCCOC)on1,-2,2,11,2,11,1,7,-0.7,-10
CCCCC(CCC(=O)O)(C(=O)OCC)c1csc(Nc2ccccc2)n1 (stereo unspecified),-4,5,-2,0,-5,-4,-4,-1.0,-1
CC1(C)Cc2c(ccc3ccccc23)/C(=C/C(=O)N2CCCCC2)N1,6,-3,22,0,1,-4,14,5.1,0
CC(C)(C)OC(=O)C[C@H]1C/C=C\C[C@H](CC(=O)NCCO)C(=O)NC[C@@H](c2ccccc2)OC1=O,-4,13,2,-1,8,1,1,-0.5,-5
COc1ccc(/C=N/Nc2nc(N3CCCCC3)nc(N3CCCCC3)n2)cc1[N+](=O)[O-],-15,11,-7,0,-12,-1,-5,0.1,-3
O=C(NCCS(=O)(=O)N1CCN(c2ccccc2)CC1)c1cc(=O)c2ccccc2o1,-9,-1,-2,1,11,1,-3,-2.5,-10
O=C(CN1CCCC1)Nc1cccc(Cl)c1,2,7,2,0,10,-2,0,-1.1,-14
CC(=O)O[C@@H]1[C@@H](OC(C)=O)[C@H](n2ccc3cc([N+](=O)[O-])ccc32)OC[C@@H]1OC(C)=O,-1,-15,3,2,5,2,3,-0.2,4
Cc1ccsc1C(=O)N/N=C/c1ccc([N+](=O)[O-])cc1,2,-3,-6,2,-2,0,-1,0.6,7
Cc1cccc(C)c1NC(=O)C1CCN(C(=O)c2cccs2)CC1,1,8,3,0,5,-3,-3,0.3,-7
CCc1nc2ccc(C(=O)Nc3cc(-c4ccccc4)ccc3OC)cn2c1N(CC)CCN(C)C,-23,-8,2,5,4,-3,2,x,-14
COc1ncnc2c1ncn2CCCN1CCN(c2ncccn2)CC1,-7,4,4,0,0,1,-2,0.5,1

# High-throughput results (PubChem)
